Pf growth 48h – inhibits P. falciparum growth in the first generation, 48 h | Potency, µM (titrated, usually from 28.7 µM), without a hit: at the highest dose activity change, negative = inhibition, hits mostly inhibitors | AID 504832 | actives 5.9% (n = 310,000) | P. falciparum luciferase growth in erythrocytes, 48 h
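Growth was read as firefly luciferase luminescence after a 48 h, 37 C, 5% CO2 exposure of compounds to reporter-bearing P. falciparum cultures (0.1% parasitemia, 2% hematocrit final) in Albumax-supplemented RPMI 1640.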
HCV inh – inhibitors of hepatitis C virus infection; Huh7.5.1 HCVcc-Cre infection, luciferase reporter, 44 h; Potency, µM (doses to about 41.8 µM), inactives show at the highest dose activity change, negative = inhibition, usual class: inhibitors; actives 3.4% (n = 340,000)
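Infectious HCV cell culture screen: compound-treated cells (1,000/well, pre-plated 4 h) are infected with HCVcc-Cre at roughly 0.5 moi and grown 44 h. Infection is quantified by luciferase signal after 15 min substrate incubation at room temperature.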
Sm TGR block – S. mansoni TGR enzyme inhibition; Q962Y6; purified TGR, DTNB reduction, TNB absorbance 405 nm; Potency, µM (highest dose often 114 µM), for inactives: at the highest dose activity change, negative = inhibition, hits mostly inhibitors; actives 3% (n = 360,000); AID 485364; also: nearly all actives have a fitted effect of over 60% in size
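First, TGR (20 nM dispensed) and NADPH were mixed with compound. Second, a 15 min room-temperature incubation followed. Third, further NADPH and then DTNB were added to start the reaction. Finally, TNB absorbance was monitored kinetically.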
Pf growth 96h – inhibits malaria parasite growth, 96 h; actives 6.9% (n = 320,000); Potency, µM (series often up to 28.7 µM), for inactives: top-dose activity change, negative = inhibition, actives largely listed as inhibitors; P. falciparum luciferase reporter growth, 96 h; AID 504834
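Readout is luminescence from an integrated firefly luciferase in P. falciparum. Red cells, 2% hematocrit and 0.05% parasitemia final, were cultured with compound through two parasite generations (96 hours) at 37 C, 5% CO2.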
TbPYK inhibitor – T. brucei pyruvate kinase inhibition | actives 0.12% (n = 410,000) | TbPYK enzyme, Kinase-Glo Plus ATP luminescence, 45 min | Q57TT1 | Potency, µM (titrated, usually from 76.8 µM), inactives show at the highest dose activity, negative = inhibition, usual class: inhibitors; also: nearly all actives have a fitted effect of over 50% in size
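Assay buffer: 50 mM TEA pH 7.2, 100 mM KCl, 10 mM MgCl2, 0.05% BSA, 0.01% Tween-20. Pyruvate kinase from T. brucei plus substrate met compound, then ADP (130 uM final). Luminescence was read post 45 min RT.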
LmPK inh – blocks Leishmania mexicana pyruvate kinase activity | Q27686 | purified LmPK, Kinase-Glo ATP luminescence, 1 h | Potency, µM (doses to about 57.5 µM), without a hit: top-dose activity change, negative = inhibition, hits mostly inhibitors | actives 0.37% (n = 290,000) | AID 1721
Target sequence (Q27686 whole entry, looked up): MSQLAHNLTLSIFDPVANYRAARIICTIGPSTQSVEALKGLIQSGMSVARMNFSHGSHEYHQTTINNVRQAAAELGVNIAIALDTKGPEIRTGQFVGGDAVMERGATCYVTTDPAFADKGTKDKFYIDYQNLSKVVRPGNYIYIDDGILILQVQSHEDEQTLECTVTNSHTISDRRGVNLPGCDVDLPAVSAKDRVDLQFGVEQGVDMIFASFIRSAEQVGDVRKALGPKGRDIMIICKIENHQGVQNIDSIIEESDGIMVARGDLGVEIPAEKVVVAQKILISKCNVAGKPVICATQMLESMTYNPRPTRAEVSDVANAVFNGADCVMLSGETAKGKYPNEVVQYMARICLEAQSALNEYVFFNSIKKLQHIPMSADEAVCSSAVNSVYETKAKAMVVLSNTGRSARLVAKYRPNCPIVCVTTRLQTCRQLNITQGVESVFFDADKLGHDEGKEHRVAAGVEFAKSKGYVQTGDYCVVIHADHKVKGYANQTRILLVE
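Kinase-Glo luminescence read after 1 h RT reaction of 0.1 nM LmPK with 0.5 mM PEP and 0.1 mM ADP. Activity scaled between uninhibited and enzyme-free controls.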
Active calls of the source: *; ? = inconclusive; · = no result given; & = joins results of further samples; [ ] = dose if it differs, or a comment. Calls follow the shape of the dose curve; as a rule, active = well fitted curve in the direction sought with a large enough effect; inconclusive = small, poorly fitted or top-dose-only effect, or another doubt; inactive = no such curve, though single readings can be large; an effect the other way counts as inactive or inconclusive. % is scaled to controls: 0 for no effect and ±100 for the full control effect; potency is read from the fitted curve at half-maximal effect.

1	O=C(N/N=C1/SCC(=O)N1Cc1ccco1)c1ccccc1F
2	CCN(CC)S(=O)(=O)c1cccc(NC(=O)CCNC(=O)NC23CC4CC(CC(C4)C2)C3)c1
3	COc1ccc(-c2nc3n(n2)C(c2ccccc2Cl)C(C(N)=O)=C(C)N3)cc1 (configuration not stated)
4	COc1cccc2sc(N3CCN(C(=O)c4ccc([N+](=O)[O-])o4)CC3)nc12
5	C=C(C(=O)c1ccccc1)C(C)CC(=O)c1ccccc1 (configuration not stated)

entry no.,1,2,3,4,5
Pf growth 48h,40%[activator],?,·,0.83µM*,-5%
HCV inh,-13%,?,0%,7.9µM*,?
Sm TGR block,-16%,3%,-26%,?,-18%
Pf growth 96h,56%[activator],?,19%,0.74µM*,6%
TbPYK inhibitor,1%,-14%,-2%,6%,1%
LmPK inh,2%,·,4%,·,0%

6	CCC(=O)N(Cc1ccc(S(N)(=O)=O)cc1)C1CC(=O)N(c2ccc(OC)cc2)C1=O (configuration not stated)
7	COc1ccc(NC(=O)c2[nH]c(C)c(C(C)=O)c2C)cc1S(=O)(=O)N1CCOCC1
8	COc1ccc(CCNC(=O)c2ccc(Cl)c(S(=O)(=O)N3CCCCCC3)c2)cc1
9	Cc1cc(NC(=O)CSc2ccccn2)no1
10	Cc1cccc(C=Nc2ccc3c4c(cccc24)CC3)c1O

entry no.,6,7,8,9,10
Pf growth 48h,-17%,4%,?,12%,10%
HCV inh,5%,?,2.8µM*,20%,-15%
Sm TGR block,28µM*,6%,5%,0%,-24%
Pf growth 96h,?,0%,?,48%[activator],23%
TbPYK inhibitor,-6%,-1%,-5%,-6%,0%
LmPK inh,2%,4%,·,1%,-1%

11	Cc1ccc(C)c(N2CCN(C(=O)Cn3c(=O)[nH]c4ccsc4c3=O)CC2)c1
12	CCC(C)Oc1ccc(/C=C/c2[nH]c(=O)[nH]c(=O)c2[N+](=O)[O-])cc1OC (configuration not stated)
13	Cc1ccc(C(=O)NCCc2nnc3ccc(SCC(=O)Nc4ccc(C)cc4C)nn23)cc1
14	Cc1ccc(S(=O)(=O)NCCC(=O)N2CCCCCCC2)cc1
15	CCc1nc(SCC(=O)Nc2nccs2)c2oc3ccccc3c2n1

entry no.,11,12,13,14,15
Pf growth 48h,·,-37%,?,-9%,?
HCV inh,-19%,24%,10%,31%[activator],?
Sm TGR block,4%,-21%,1%,-16%,1%
Pf growth 96h,-1%,0%,?,-11%,-3%
TbPYK inhibitor,-3%,4%,2%,-20%,-2%
LmPK inh,3%,7%,3%,·,3%

16	O=C(CSc1ccccc1)OCC(=O)N1CCN(C(=O)c2ccco2)CC1
17	CCOc1ccc(-c2nnc(SCc3nc4ccccc4[nH]3)n2N)cc1
18	CC(=O)Nc1ccc(C(=O)OCC(=O)N2CCN(C(=O)c3ccco3)CC2)cc1
19	O=C(COc1ccc2ccccc2c1)N1CCN(Cc2ccncc2)CC1
20	COc1ccc2sc(NC(=O)CC(C)C)nc2c1

entry no.,16,17,18,19,20
Pf growth 48h,?,?,40%[activator],·,48%[activator]
HCV inh,7%,2%,4%,11%,-14%
Sm TGR block,-25%,0%,3%,-14%,-1%
Pf growth 96h,21%,·,1%,?,?
TbPYK inhibitor,-8%,-7%,-1%,7%,-9%
LmPK inh,·,2%,·,-5%,0%

21	CC(OC(=O)c1ccc2c(=O)n3c(nc2c1)CCC3)C(=O)NC1CCCCC1C (configuration not stated)
22	Brc1ccc(-c2nnc3n2-c2ccccc2CC3)cc1
23	CCOc1ccc(N(CC(=O)NCc2ccc(C)cc2)S(=O)(=O)c2c(C)[nH]c(=O)[nH]c2=O)cc1
24	COC(=O)C1CCN(C(=O)/C(C)=C\c2ccccc2)CC1
25	Cc1ccc2cn[nH]c2c1[N+](=O)[O-]

entry no.,21,22,23,24,25
Pf growth 48h,27%,1%,19%,23%,-7%
HCV inh,-19%,-5%,19%,-5%,24%
Sm TGR block,6%,6%,6%&8%,2%,-6%
Pf growth 96h,-5%,-13%,?,37%[activator],29%
TbPYK inhibitor,-17%,-20%,0%&-3%,-1%,-14%
LmPK inh,7%,1%,-9%,-12%,-4%

26	COc1cc(OC)nc(NC(=O)NS(=O)(=O)c2ccc(OC(F)(F)F)cc2)n1
27	Cc1ccc(C(=O)/C=C/c2cc(Br)cc(Br)c2O)o1
28	Cc1cccc(C)c1OCc1cc(C(=O)NC2CCC2)no1
29	C/C(=N\NC(=O)CCCNc1ccccc1)c1ccncc1
30	CC(C)(C)NC(=O)C(c1cccs1)N(C(=O)c1csnn1)c1cccc(F)c1 (configuration not stated)

entry no.,26,27,28,29,30
Pf growth 48h,?,8%,?,-2%,-20%
HCV inh,13%,1%,?,15%,1%
Sm TGR block,13%,1.6µM*,3%,12%,·
Pf growth 96h,205%[activator],14%,2%,?,9%
TbPYK inhibitor,1%,-9%,5%,-4%,1%
LmPK inh,0%,0%,-1%,-11%,-1%

31	Cc1cc(C)cc(N=C2NC(=O)CS2)c1
32	Cc1ccc(NC(=O)c2cc(S(=O)(=O)N3CCCC3)cn2C)cc1C
33	Cc1cccc(N2CCN(C(=O)Cn3cnc4c3c(=O)n(C)c(=O)n4C)CC2)c1C
34	O=C(COC(=O)CNS(=O)(=O)c1c(Cl)cccc1Cl)Nc1ccccc1Sc1ccccc1
35	CSc1ncnc2c1cnn2-c1ccc(C)cc1C

entry no.,31,32,33,34,35
Pf growth 48h,0%,?,-30%,-1%,42%[activator]
HCV inh,-5%,-7%,1%,2%,7%
Sm TGR block,8%,-5%,-2%,2%,12%
Pf growth 96h,146%[activator],46%[activator],?,44%[activator],46%[activator]
TbPYK inhibitor,-6%,-10%,-8%,9%,-1%
LmPK inh,1%,1%,3%,5%,-5%[11.5 µM]

36	O=C(O)c1ccc2c(c1)C(=O)N([C@H](Cc1ccc(-c3ccccc3)cc1)C(=O)O)C2=O
37	COc1ccc(N(CC(=O)Nc2cc(C)ccc2C)S(=O)(=O)c2c(C)nn(C)c2C)cc1
38	CCN(CC)C(=O)c1[nH]cnc1C(=O)N[C@@H](CC(C)C)C(=O)OC(C)(C)C
39	O=C(Nc1c2c(nn1-c1cccc(Cl)c1)CS(=O)(=O)C2)c1ccc2c(c1)OCO2
40	O=C(NN=C1CCCC1)c1n[nH]c2c1CCCC2

entry no.,36,37,38,39,40
Pf growth 48h,?,-24%,1%,?,50%[activator]
HCV inh,·,?,?,-7%,9%
Sm TGR block,8%,2%,30%,?,·
Pf growth 96h,0%,-22%,4%,-5%,1%
TbPYK inhibitor,·,5%,-1%,-15%,-11%
LmPK inh,·,-3%,8%,3%,28µM*

41	CC1=NCCc2c1[nH]c1ccccc21
42	CC(=O)Nc1cccc(C)c1
43	CC(C)[C@H]1COC(NC2=N[C@@H](C(C)C)CO2)=N1
44	Cc1ccccc1S(=O)(=O)Cc1ccc(C(=O)NCCCN2CCC(C)CC2)o1
45	CCOC(=O)C1(CCc2ccccc2)CCN(Cc2ccc(OC)cc2)CC1

entry no.,41,42,43,44,45
Pf growth 48h,-18%,31%[activator],-8%,14%,?
HCV inh,-1%,16%,21%,-9%,19%
Sm TGR block,-13%,1%,0%,-22%,6%
Pf growth 96h,28%,?,-3%,-2%,?
TbPYK inhibitor,-2%,3%,-3%,-3%,1%
LmPK inh,3%,·,-3%,3%,4%

Next part; the last 4 above are carried over.
42	CC(=O)Nc1cccc(C)c1
43	CC(C)[C@H]1COC(NC2=N[C@@H](C(C)C)CO2)=N1
44	Cc1ccccc1S(=O)(=O)Cc1ccc(C(=O)NCCCN2CCC(C)CC2)o1
45	CCOC(=O)C1(CCc2ccccc2)CCN(Cc2ccc(OC)cc2)CC1
46	Cc1nn(C)cc1CN1CCCC(C(=O)c2ccc(-c3ccccc3)cc2)C1 (configuration not stated)
47	O=S(=O)(c1ccccc1)c1cnc(-c2cccnc2)nc1-c1ccccc1
48	O=C(CSc1nccc(-c2cccs2)n1)Nc1ccc(Cl)cc1
49	COc1ccccc1-n1cc(CN2CCN(C3CCCC3)C(CCO)C2)cn1 (configuration not stated)
50	CCn1c(/C=C/c2c(C)n(CC)c3ccccc23)nc2ccccc2c1=O

entry no.,42,43,44,45,46,47,48,49,50
Pf growth 48h,31%[activator],-8%,14%,?,-11%,?,-3%,20%,3%
HCV inh,16%,21%,-9%,19%,4.5µM*,5%,?,1%,-25%
Sm TGR block,1%,0%,-22%,6%,13%,0%,5%,17%,-12%
Pf growth 96h,?,-3%,-2%,?,82%[1.15 µM],?,9%,-8%,42%[activator]
TbPYK inhibitor,3%,-3%,-3%,1%,1%,0%,-4%,2%,5%
LmPK inh,·,-3%,3%,4%,6%,3%,6%,4%,1%

51	O=S1(=O)N=C2CCCCCN2C(c2ccccc2)N1 (configuration not stated)
52	O=c1nc2n(c3ccc(Br)cc13)CCS2
53	CC(=O)c1ccc(NC(=O)C(C)N(C)CC(=O)Nc2cccc(F)c2)cc1 (configuration not stated)
54	OCC1(Cc2ccc(F)cc2)CCCN(CCc2ccccc2)C1 (configuration not stated)
55	CCN(C#N)c1nc(NC(C)C)nc(NC(C)C)n1

entry no.,51,52,53,54,55
Pf growth 48h,8%,26%,-27%,-27%,?
HCV inh,20%,-20%,?,-6%,-8%
Sm TGR block,-5%,-34%,-1%,11%,-3%
Pf growth 96h,50%[activator],-18%,-25%,?,4%
TbPYK inhibitor,2%,4%,1%,-4%,-7%
LmPK inh,-1%,2%,0%,-2%,0%

56	CCN(CC)S(=O)(=O)c1ccc(N=NC2=C(O)CCCC2=O)cc1
57	COc1cccc2[nH]c3c(=O)n(CCCN4CCOCC4)cnc3c12
58	O=C(NCC1CC1)[C@@H]1C[C@H]1[C@@H](NP(=O)(c1ccccc1)c1ccccc1)c1ccccc1
59	CCOc1ccc(-c2nnc(-c3cccs3)o2)cc1OCC
60	CCNC(=O)CCc1nc(-c2ccc(C)cc2)no1

entry no.,56,57,58,59,60
Pf growth 48h,2%,9%,-6%,44%[activator],48%[activator]
HCV inh,11%,1%,9%,?,6%
Sm TGR block,-20%,1%,-14%,-1%,-6%
Pf growth 96h,-8%,16%,?,-17%,50%[activator]
TbPYK inhibitor,-18%,11%,0%,-15%,-9%
LmPK inh,4%,-7%,1%,0%,0%

61	CC(C)(C)OC(=O)NC(Cc1ccccc1)C(=O)N1CCCC1C(=O)O (configuration not stated)
62	C=CCOc1ccc(C2=NOC(C(=O)Nc3ccc4c(c3)OCCO4)C2)cc1 (configuration not stated)
63	Cc1c(NC(=O)/C(C#N)=C/c2c(Oc3ccccc3)nc3ccccn3c2=O)c(=O)n(-c2ccccc2)n1C
64	CC1C(=O)C(C)C(c2cc(Cl)ccc2O)NC1c1cc(Cl)ccc1O (configuration not stated)
65	CN(C)/C=C(\C=O)c1cccc(Cl)c1

entry no.,61,62,63,64,65
Pf growth 48h,-5%,-1%,-24%,·,-4%
HCV inh,21%,-9%,-10%,?,-1%
Sm TGR block,-7%,-29%,-9%,0%,·
Pf growth 96h,-28%,2%,-16%,11%,9%
TbPYK inhibitor,-7%,8%,9%,8%,-1%
LmPK inh,3%,6%,-7%,-2%,1%

Pulled by structure from the list above:
42	CC(=O)Nc1cccc(C)c1
65	CN(C)/C=C(\C=O)c1cccc(Cl)c1

entry no.,42,65
Pf growth 48h,31%[activator],-4%
HCV inh,16%,-1%
Sm TGR block,1%,·
Pf growth 96h,?,9%
TbPYK inhibitor,3%,-1%
LmPK inh,·,1%
